Screens (PubChem BioAssay)
TDP1 block: qHTS Assay for Inhibitors of Tyrosyl-DNA Phosphodiesterase (TDP1). actives 0.28% (n = 350,000). recombinant TDP1, AlphaScreen DNA substrate cleavage. Tyrosyl-DNA phosphodiesterase 1 (Homo sapiens), Q9NUW8. Potency, µM (series often up to 130 µM), for the others: top-dose activity change, negative = inhibition, actives largely listed as inhibitors. AID 485290, 2010; further: nearly all actives have a fitted effect of over 40% in size
Target sequence (Q9NUW8 whole entry, looked up): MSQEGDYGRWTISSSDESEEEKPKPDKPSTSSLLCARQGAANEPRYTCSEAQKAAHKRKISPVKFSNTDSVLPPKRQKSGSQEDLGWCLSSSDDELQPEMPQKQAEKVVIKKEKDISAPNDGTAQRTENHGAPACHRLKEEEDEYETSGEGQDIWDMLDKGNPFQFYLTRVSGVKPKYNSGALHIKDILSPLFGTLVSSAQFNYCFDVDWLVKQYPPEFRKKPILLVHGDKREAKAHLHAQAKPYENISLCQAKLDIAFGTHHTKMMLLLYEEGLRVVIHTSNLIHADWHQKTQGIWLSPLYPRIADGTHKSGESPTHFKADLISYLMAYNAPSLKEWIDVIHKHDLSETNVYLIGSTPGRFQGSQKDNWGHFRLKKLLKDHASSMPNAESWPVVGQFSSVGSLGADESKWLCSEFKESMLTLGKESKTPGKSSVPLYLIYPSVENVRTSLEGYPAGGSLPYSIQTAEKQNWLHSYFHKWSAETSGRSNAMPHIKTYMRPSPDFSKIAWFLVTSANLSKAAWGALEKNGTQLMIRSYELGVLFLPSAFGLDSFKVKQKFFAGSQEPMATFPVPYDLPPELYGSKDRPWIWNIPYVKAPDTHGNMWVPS
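Compounds were preincubated with Tdp1 (1 nM final) for 15 min at room temperature before substrate (15 nM final) started a 5 min reaction; beads (10 ug/ml final) were then added for 10 min before AlphaScreen detection.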
DT40 TDP1 no CPT: qHTS for Inhibitors of human tyrosyl-DNA phosphodiesterase 1 (TDP1): qHTS in cells in absence of CPT | actives 15% (n = 420,000) | Potency, µM (doses to about 46.2 µM), for the others: at the top dose activity change, negative = growth inhibition, actives largely listed as inhibitors | DT40 Tdp1-/- hTDP1 cells, no CPT, ATP luminescence, 48 h; further: nearly all actives have a fitted effect of over 55% in size
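Chicken DT40 Tdp1-/- cells complemented with human TDP1, screened without camptothecin (DMSO vehicle only), 400 cells/well. Compounds pin-transferred, cells incubated at 37 °C for at least 48 hr. Growth read as ATP-dependent luminescence (CellTiter-Glo, 30 min at RT).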
N370S GC mod: qHTS Assay for Inhibitors and Activators of N370S glucocerebrosidase as a Potential Chaperone Treatment of Gaucher Disease; N370S GC spleen homogenate, 4MU-glucoside fluorescence; Potency, µM (highest dose often 59.4 µM), without a hit: at the top dose activity change, negative = inhibition, most hits filed as inhibitors; actives 0.092% (n = 330,000); AID 2101, 2009;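 further: 0% = full enzyme activity and -100% = no enzyme basal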
* hit, by the source's call; ? = inconclusive; / = no result given; [ ] = another dose, or the depositor's remark. The call rests on the fitted dose curve; in most records, active means well fitted curve in the direction sought with a large enough effect; inconclusive means small, poorly fitted or top-dose-only effect, or another doubt; inactive means no such curve, though single readings can be large; an effect the other way counts as inactive or inconclusive. Unless noted, on the % scale 0 is the no-effect control and ±100 the full control effect; potency means the concentration at half of the fitted maximal effect. A portion of the library. The share of hits here may be higher or lower than overall.

SMILES	TDP1 block	DT40 TDP1 no CPT	N370S GC mod
COc1ccc(-c2ccnc(SCC(=O)c3ccc(Br)cc3)n2)cc1	1%	?	14%
Cc1ccc(NC(=O)c2sc(-n3nc(C)c(Cc4ccc5c(c4)OCO5)c3C)nc2C)cc1C	5%	?	/
O=C(COc1ccc(Cl)cc1)N(Cc1ccco1)c1ccccn1	5%	-29%	/
COC(=O)c1cc(COc2ccc3c4c(c(=O)oc3c2)CCCC4)c(C)o1	-6%	-25%	7%
COc1ccc(C(=O)/C=C/c2ccc(OCc3ccccc3)cc2)cc1CSCC(=O)O	4%	2%	5%
Cc1ccc(NC(=O)CSc2nc3ccccc3c3nc(CCc4c(C)n[nH]c4C)nn23)c(C)c1	0%	-29%	/
COc1ccc(Nc2nc(-c3cccc([N+](=O)[O-])c3)nc3ccccc23)cc1	3%	15µM*	-20%
O=C(Cn1nnc2ccccc21)NNC(=S)NC1CCCCC1	0%	-7%	1%
CN(C)c1ccc(-c2ccc([C@H]3[C@@H]4C=CCC[C@@]4(C)C(=O)N3Cc3ccccc3)c(F)c2)cc1	8%	18µM*	-1%
CC(C)N(Cc1ccccc1)S(=O)(=O)c1ccc(Cl)nc1	/	?	-3%
CCCCN1CC(O)=C(c2nc3ccccc3[nH]2)C1=N	11%	?	-24%
COc1ccccc1NC(=O)Cn1nnc(C(=O)Nc2ccccc2)c1N	-11%	-5%	-1%
CCN(CC)C(=O)CSc1nnc2nnc3cc(Cl)ccc3n12	1%	?	-27%
COc1cc(S(=O)(=O)n2c(C)nc3ccccc32)ccc1F	2%	?	-2%
O=C(CN(Cc1ccco1)C(=O)CNS(=O)(=O)c1ccc(Cl)cc1)NCc1ccco1	2%	-7%	-17%
C/C(=N/NC(=O)c1cccs1)c1cccc(NC(=O)C2CC2)c1	2%	-16%	10%
O=C(c1ccc(Cl)c(NC2=NC3CS(=O)(=O)CC3S2)c1)N1CCN(c2ccccc2)CC1 (stereo not drawn)	1%	3%	1%
CC(=O)OC1CC(C)(C)N(OC(=O)CCCN2C(=O)c3ccccc3C2=O)C(C)(C)C1	3%	-27%	1%
Cn1ncc2c(N3CCOCC3)ncnc21	-3%	-18%	17%
CCOc1ccccc1NC(=O)COC(=O)c1cn(CC)c2nc(C)ccc2c1=O	2%	?	/
CC(=O)Nc1ccc(S(=O)(=O)N2CCOCC2)cc1	3%	-3%	1%
C=CCn1c(O)c(N=NC(=O)c2ccc3c(c2)OCO3)c2ccccc21	5%	-21%	18%
O=C(C1=C(O)C(=O)N(CCOCCO)C1c1cccs1)c1cccs1 (stereo not drawn)	-8%	10%	10%
CCN(CC)S(=O)(=O)c1cc(NS(=O)(=O)c2cccs2)ccc1C	0%	5.8µM*	/
CC(=O)Nc1ccc(NC(=O)C(C)OC(=O)c2ccccc2C(=O)c2ccc(Cl)c([N+](=O)[O-])c2)cc1 (stereo not drawn)	7%	?	-2%
(further entries)
SMILES	TDP1 block	DT40 TDP1 no CPT	N370S GC mod
CC(C)(C)c1ccc(OCCn2ccccc2=O)cc1	-5%	?	29%
COc1cc(NC(=S)NCCc2ccc(S(N)(=O)=O)cc2)c(OC)cc1Cl	0%	-10%	1%
COc1ccccc1NS(=O)(=O)c1cc(N=N/C(C(=O)Nc2ccc(Cl)cc2)=C(/C)O)ccc1C	2%	-25%	/
COc1ccc(Cc2c(O)nc(SC)n(C(C)=O)c2=O)cc1	2%	-29%	4%
CCOC(=O)N1CCN(C(=O)c2ccc(SC)cc2OC)CC1	-3%	?	2%
O=C(NC1CCN(C(=O)Nc2cccc(Cl)c2)CC1)C1CCCCC1	10%[0.0935 µM]	-10%	-3%
Cn1nc(C(C)(C)C)cc1C(=O)NNC(=O)c1cccc(Cl)c1	-3%	?	0%
CCc1ccc(C(=O)Cc2cc3cccc(OC)c3oc2=O)cc1	/	-28%	?
CC(C)(C)OC(=O)N1CCN(C(=O)c2nc[nH]c2C(=O)N2CCN(c3ccccc3)CC2)CC1	1%	6%	/
O=C(NCCN1CCCC(O)C1)c1cc(COc2c(F)cccc2F)on1 (stereo not drawn)	4%	27%	-2%
CC(=O)c1c(C)nc2sc3c(=N)n(N)cnc3c2c1-c1ccc(Cl)cc1	8%	?	14%
NS(=O)(=O)c1ccc(NC(=O)CCC(=O)N2CCOCC2)cc1	4%	-4%	-2%
O=C(CCl)Nc1ccccc1C(=O)NCc1ccccc1	1%	?	2%
COC(=O)c1cnn(-c2ccc(F)cc2F)c1/C=N/NC(N)=S	/	?	-14%
O=c1c2ccccc2nc2c3ccccc3cnn12	8%	?	17%
CCCC(=O)Nc1nc2ccc(NC(=O)c3ccc(Br)o3)cc2s1	7%	23µM*	0%
COc1ccc(/C=N/NC(=O)c2ccn[nH]2)cc1COc1ccc(Cl)cc1Cl	5%	?	28%
COc1ccc(C(=O)CC(SCC(NC(C)=O)C(=O)O)c2ccc(Cl)cc2)cc1OC (stereo not drawn)	/	?	0%
Cc1ccc(C)c(N=Nc2nc3ccccc3n2C)c1	13%	3.5µM*	/
CCN(CC)CCN(C(=O)c1ccc(Br)s1)c1nc2cc3c(cc2s1)OCCO3	5%	?	-6%
CCN1CCCC1CNC(=O)c1cc2c(OC)cccc2[nH]1 (stereo not drawn)	/	-17%	-9%
CCCOC(=O)CSc1nnc(-c2ccc(Cl)cc2Cl)o1	-2%	-17%	11%
O=C(O)c1ccc(Sc2nnnn2-c2ccccc2)c([N+](=O)[O-])c1	1%	-4%	4%
COc1ccc(C2N(c3ccc(Cl)cc3)N=C(C(C)=O)N(C)N2C(C)=O)cc1 (stereo not drawn)	8%	?	8%
O=C(c1ccc(CNc2c(N3CCCC3)c(=O)c2=O)cc1)N1CCN(C2CCCCC2)CC1	4%	-21%	4%

Full records from above. Order of screens: TDP1 block, DT40 TDP1 no CPT, N370S GC mod
Listed for Cc1ccc(NC(=O)CSc2nc3ccccc3c3nc(CCc4c(C)n[nH]c4C)nn23)c(C)c1 = 0%, -29%, /
Listed for COc1ccc(Cc2c(O)nc(SC)n(C(C)=O)c2=O)cc1 = 2%, -29%, 4%
Listed for CC(=O)Nc1ccc(S(=O)(=O)N2CCOCC2)cc1 = 3%, -3%, 1%
Listed for COc1ccccc1NC(=O)Cn1nnc(C(=O)Nc2ccccc2)c1N = -11%, -5%, -1%
Listed for COc1ccc(-c2ccnc(SCC(=O)c3ccc(Br)cc3)n2)cc1 = 1%, ?, 14%

Compounds shown so far containing an NH in an aromatic ring:
SMILES	TDP1 block	DT40 TDP1 no CPT	N370S GC mod
Cc1ccc(NC(=O)CSc2nc3ccccc3c3nc(CCc4c(C)n[nH]c4C)nn23)c(C)c1	0%	-29%	/
CCCCN1CC(O)=C(c2nc3ccccc3[nH]2)C1=N	11%	?	-24%
CC(C)(C)OC(=O)N1CCN(C(=O)c2nc[nH]c2C(=O)N2CCN(c3ccccc3)CC2)CC1	1%	6%	/
COc1ccc(/C=N/NC(=O)c2ccn[nH]2)cc1COc1ccc(Cl)cc1Cl	5%	?	28%
CCN1CCCC1CNC(=O)c1cc2c(OC)cccc2[nH]1 (stereo not drawn)	/	-17%	-9%

Going on with the list:
SMILES	TDP1 block	DT40 TDP1 no CPT	N370S GC mod
CCCCNC(=O)C(=O)NC(C)CCc1ccccc1 (stereo not drawn)	0%	-18%	6%
Cc1cc(C(=O)N2CCN(c3ncccn3)CC2)c2cc(F)ccc2n1	-1%	?	2%[2.35 µM]
CC1(C)c2[nH]c3ccccc3c2C[C@H]2C(=O)N(N)CC(=O)N21	/	-3%	-12%
CCCCC(OC(=O)c1ccco1)C(=O)NCc1ccc(C)cc1 (stereo not drawn)	0%	-14%	-1%
N#Cc1c(-c2ccccc2)nc(SCC(=O)Nc2nnc(C(F)(F)F)s2)[nH]c1=O	3%	1%	?
CN(CCc1ccccc1)C(=O)c1cccc(NC(=O)Cc2ccc([N+](=O)[O-])cc2)c1	3%	?	/
COc1cc(/C=C/C(=O)O)cc(S(=O)(=O)NCCCC(=O)O)c1OC	5%	-3%	8%
CC1(c2cccc([N+](=O)[O-])c2)CC(C)(C)N(C(=O)c2ccccc2)c2ccccc21 (stereo not drawn)	-7%	18µM*	22%
CCN(CC)S(=O)(=O)c1ccc(N/N=C(\C)c2ccncc2)nc1	-2%	?	-4%
COc1cccc(CNC(=O)CCC2CCCN(c3cc(C)nc(N4CCCC4)n3)C2)c1 (stereo not drawn)	/	?	-4%
Cc1ccc(NC(=O)N2CCCC2C(=O)NCc2ccc3c(c2)OCO3)cc1 (stereo not drawn)	0%	-10%	-6%
Cc1cccn2c(=O)c3cc(C(=O)NC4CCCCC4)sc3nc12	-13%	-19%	?
CC(=O)NCCNc1ncncc1-c1ccccc1CN(C)C	/	1%	-3%
NC(N)=NS(=O)(=O)c1ccc(NC(=S)NC(=O)c2ccccc2)cc1	1%	12%	1%
CCOc1cc(N2CCOCC2)c(OCC)cc1NC(=O)COC(=O)COc1ccc(C#N)cc1	6%	6%	0%
CCOc1cc(/C=N/NC(=O)Cc2ccc(C(F)(F)F)cc2[N+](=O)[O-])c(Br)cc1OC	0%	?	5%
COC(=O)CSc1nc2sccc2c(=O)n1-c1ccccc1	-4%	-3%	11%
Cc1ccc(NC(=S)NC(=O)Cc2ccccc2)c(O)c1	/	-1%	-8%
O=C(COC(=O)c1ccccc1-c1nc2ccccc2s1)NC1CCS(=O)(=O)C1 (stereo not drawn)	6%	?	10%
COc1ccc(NCc2n[nH]nc2-c2ccccc2)cc1Cl	9%	?	-3%
Cc1cc(=O)n2[nH]cc(-c3ccccc3)c2n1	6%	?	1%
CCCN(CCC)CCCNC(=S)Nc1ccc2nc3n(c(=O)c2c1)CCCCC3	-2%	?	-3%
CCOC(=O)N1CCN(C(=O)c2ccccc2NS(=O)(=O)c2ccc(C)cc2)CC1	6%[56.1 µM]	-18%	0%
COc1cc(C2c3c(oc4ccccc4c3=O)C(=O)N2Cc2ccncc2)ccc1O (stereo not drawn)	4%	-24%	-4%[2.35 µM]
CC12CC3CC(C)(C1)CC(CN1CCOCC1)(C3)C2	3%	?	-5%
Continued:
SMILES	TDP1 block	DT40 TDP1 no CPT	N370S GC mod
CC(=O)Nc1ccc(NC(=O)CSc2nc(=O)n(Cc3ccncc3)c3c2CCC3)cc1	/	-11%	-16%
CN(Cc1ccccc1)C(=O)COC(=O)CN1C(=O)c2ccccc2C1=O	-1%	18%	/
Cc1cc(C(=O)COc2cccc(-n3cnnn3)c2)c(C)n1-c1ccccc1	6%	21µM*	19%
CCc1ccc(OCC(=O)Nc2cc(-c3ccc(C)cc3)no2)cc1	5%	-3%	/
CC(C)COc1ccc(Br)cc1CNC(C)(C)C	/	?	-10%
Nc1nc(NCCOCCO)nc(NCc2ccccc2)c1[N+](=O)[O-]	/	-9%	-9%
CNS(=O)(=O)c1cccc(C(=O)OCC(=O)c2ccc3[nH]c(=O)[nH]c3c2)c1	-8%	1%	/
CC(=O)c1ccc(N2CCN(S(=O)(=O)c3ccc(-c4cc(C(F)(F)F)on4)s3)CC2)cc1	0%	?	/
O=[N+]([O-])c1ccc(Oc2cccc(Br)c2)c2ccncc12	9%	?	11%
CCCNC(=O)COc1ncnc2sc(C)c(C)c12	-2%	-2%	2%
O=C(O)Cn1cc(C(=O)c2cccs2)c2ccccc21	3%	-2%	-1%
COc1ccc(CN2CCCC(C(=O)c3ccc(Cl)cc3)C2)cc1Cn1cccn1 (stereo not drawn)	3%	?	24%
CCOc1ccc(S(=O)(=O)NCCC(=O)NC2=NCCS2)cc1	0%	-31%	0%
O=C1C2CC=CCC2C(=O)N1CC(=O)N(Cc1ccccc1)C1CCS(=O)(=O)C1 (stereo not drawn)	3%	5%	5%[2.35 µM]
CCN(CC)CCOC(=O)c1ccc(Cl)cc1	2%	-24%	-1%
CC(C)C(=O)Nc1ccc(NC(=O)c2ccccc2Cl)nc1	5%	-11%	3%
c1cncc(-c2nc3c(ccc4ccccc43)[nH]2)c1	5%	?	-18%
O=C(CSC(=S)N1CCSCC1)c1ccc(Cl)cc1	-1%	-18%	21%

2 consecutive compounds from above:
SMILES	TDP1 block	DT40 TDP1 no CPT	N370S GC mod
CC(C)COc1ccc(Br)cc1CNC(C)(C)C	/	?	-10%
Nc1nc(NCCOCCO)nc(NCc2ccccc2)c1[N+](=O)[O-]	/	-9%	-9%
